SKN-1 inh – C. elegans SKN-1 inhibition. C. elegans VP596 Pgst-4::GFP/RFP ratio, acrylamide-induced, 24 h. 360,000 compounds, 0.49% hits. AID 624304. inhibition, % at 21.8 µM;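 active means interference check ratio from 0.5 to 1.5 plus GFP to RFP signal ratio inhibition reaching or exceeding a fixed threshold, cut at about 30% in these data, passing the limit was not always enough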; further: some compounds called inactive have numbers as strong as hits
SUMO1-SIM PPI – SUMO1-SIM interaction modulation; P63165; SUMO1 binding to a labelled peptide, TR-FRET, 1 h; inhibition, % at 20 µM; 360,000 compounds, 0.33% hits; AID 602429; in the data active means inhibition above about 37%
Target sequence (P63165 whole entry, looked up): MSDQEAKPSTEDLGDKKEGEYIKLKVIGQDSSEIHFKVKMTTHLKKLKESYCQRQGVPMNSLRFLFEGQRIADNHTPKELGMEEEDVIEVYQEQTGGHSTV
NRP1-CendR mod – alters CendR peptide binding to human NRP-1; FAM-RPARPAR peptide binding to NRP-1, fluorescence polarization; inhibition, % at 25 µM; 360,000 compounds, 0.85% hits; AID 602438;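 active means inhibition or corrected inhibition above about 18%, plus a signal ratio from 0.5 to 1.5, limit read from the data, passing the limit was not always enough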; further: strong numbers were not always called active
TbMetRS inhib – blocks T. brucei methionyl-tRNA synthetase activity; purified T. brucei MetRS, ATP depletion, Kinase-Glo luminescence; inhibition, % at 11.9 µM; 360,000 compounds, 0.4% hits;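 active means inhibition above a per-plate cutoff of the control wells' mean inhibition plus 3 SD, cut at about 5.5% in these data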;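 further: 0% = DMSO wells median and 100% = median of wells with control inhibitor compound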
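Measured by: Kinase-Glo luciferase luminescence reporting remaining unconsumed ATP. Material: purified T. brucei MetRS enzyme. Doses: 11.9 µM compound single dose, 0.9% DMSO. Medium: HEPES buffer containing pyrophosphatase, BSA, spermine, DTT. Times: 15 min preincubation, 2 h reaction, all 25 °C. Reagent: methionine, ATP and bulk E. coli tRNA.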
LMPTP block – LMPTP (human) inhibition; recombinant LMPTP-A, OMFP fluorogenic substrate, fluorescence intensity; 360,000 compounds, 0.22% hits; inhibition, % at 20 µM; AID 651560;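 active means compounds that cut the enzyme signal by at least half of the control window in the single-dose screen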;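 further: plate controls were DMSO wells with enzyme plus substrate for no effect and substrate without enzyme for full effect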
Target sequence (P24666 whole entry, looked up): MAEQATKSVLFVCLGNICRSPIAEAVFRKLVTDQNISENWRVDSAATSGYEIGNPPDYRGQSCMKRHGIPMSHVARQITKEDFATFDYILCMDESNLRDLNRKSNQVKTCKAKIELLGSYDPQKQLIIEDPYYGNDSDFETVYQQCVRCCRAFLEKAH
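Test system: LMPTP-A phosphatase enzyme; input: 0.625 nM LMPTP-A final; reagent: OMFP substrate, 400 µM final; compound dosing: 20 µM single dose, 3% DMSO; incubation: 50 min dark incubation at room temperature; measured by: endpoint fluorescence intensity from OMFP dephosphorylation; measure: % inhibition relative to no-enzyme and uninhibited control wells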
DNMT1 inh – DNMT1 (human) enzyme inhibition. inhibition (reported as % activation of signal), % at 10 µM. 360,000 compounds, 0.83% hits. DNMT1 molecular beacon, Hinp1I cleavage, fluorescence. P26358; in the data active means inhibition above about 50%
Neddylation inh – cullin neddylation inhibition | TR-FRET cullin neddylation, biochemical | calls only at 25 µM | 360,000 compounds, 0.58% hits; in the data active means inhibition above about 36%
Scp-1 inhibitor – Scp-1 (human) phosphatase inhibition. Q9GZU7. Recombinant Scp1, phosphopeptide, malachite green phosphate absorbance. inhibition, % at 20 µM. 340,000 compounds, 0.88% hits. AID 493091;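 active means inhibition above about 50% at 20 µM, limit read from the data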;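 further: plate controls were DMSO wells with enzyme for no effect and wells lacking enzyme for full effect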
Target sequence (Q9GZU7 76-261 limits assumed): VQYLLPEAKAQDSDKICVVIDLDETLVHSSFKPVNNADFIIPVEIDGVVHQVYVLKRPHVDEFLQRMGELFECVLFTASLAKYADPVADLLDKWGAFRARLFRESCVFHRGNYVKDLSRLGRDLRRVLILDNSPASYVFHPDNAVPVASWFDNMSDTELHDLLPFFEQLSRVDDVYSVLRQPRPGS
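Test system: SCP-1 catalytic domain; Buffer or medium: Acidic Tris acetate buffer with magnesium and detergent; Also added: Phosphorylated 17-residue peptide substrate; Compound: single 20 µM dose, 1% DMSO; Schedule: enzyme reaction 45 min at room temperature, colour 5 min, stabilisation 30 min; Signal: Phosphate-binding colour reagent, absorbance read at 630 nm.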
NadD inh – inhibitors of Staphylococcus aureus NadD. AID 602399. inhibition, % at 20 µM. 360,000 compounds, 0.78% hits. purified NadD enzyme, colorimetric absorbance read-out; in the data active means inhibition above about 26%; further: some compounds past the cut are filed as inactive
STEP inh – blocks human striatal-enriched tyrosine phosphatase; recombinant STEP, OMFP fluorogenic substrate, fluorescence; inhibition, % at 20 µM; 360,000 compounds, 0.25% hits;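 active means inhibition at 20 µM, scaled per plate between control wells, above about 37%, limit read from the data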;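 further: 0% = DMSO with enzyme and substrate and 100% = substrate only without enzyme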
Target sequence (P54829 whole entry, looked up): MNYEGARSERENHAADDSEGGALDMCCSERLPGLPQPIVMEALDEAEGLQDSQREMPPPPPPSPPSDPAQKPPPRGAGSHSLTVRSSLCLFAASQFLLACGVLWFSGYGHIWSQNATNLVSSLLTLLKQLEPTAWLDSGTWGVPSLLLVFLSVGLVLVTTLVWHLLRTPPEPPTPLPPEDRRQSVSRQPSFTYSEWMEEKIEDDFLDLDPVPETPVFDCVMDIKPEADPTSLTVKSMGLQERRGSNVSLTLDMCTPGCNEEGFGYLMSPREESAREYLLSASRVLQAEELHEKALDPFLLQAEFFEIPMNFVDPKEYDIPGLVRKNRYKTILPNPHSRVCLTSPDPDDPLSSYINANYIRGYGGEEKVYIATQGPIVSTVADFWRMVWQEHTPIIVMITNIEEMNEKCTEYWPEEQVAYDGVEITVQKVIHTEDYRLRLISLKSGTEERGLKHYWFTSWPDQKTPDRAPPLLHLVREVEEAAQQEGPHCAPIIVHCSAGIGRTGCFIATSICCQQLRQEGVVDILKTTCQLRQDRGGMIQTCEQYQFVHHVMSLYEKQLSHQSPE
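medium = Bis-Tris buffer pH 6.0, 2.5 mM DTT, 0.005% Tween 20 | test system = STEP (striatal-enriched tyrosine phosphatase) enzyme, cell-free | measure = normalized % inhibition | compound dosing = 20 µM, 1% DMSO | also added = 25 µM OMFP | schedule = reaction 20 min, ambient temperature | measured by = fluorescence read at 480 nm ex / 540 nm em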
* hit, by the source's call; i = inactive; x = no result given; + = active, no number. Random draw from the library; any-hit rate near 4.6%.

SMILES | SKN-1 inh | SUMO1-SIM PPI | NRP1-CendR mod | TbMetRS inhib | LMPTP block | DNMT1 inh | Neddylation inh | Scp-1 inhibitor | NadD inh | STEP inh
COc1ccc(-c2noc(CCC(=O)Nc3cc(OC)ccc3OC)n2)cc1 | 12 | 3 | -3 | -0.8 | 0.5 | -1 | i | -22 | -5 | -2
CCOC(=O)C1=C(c2ccccc2)OC(N)=C(C#N)C1c1ccncc1 (stereo not drawn) | -3 | -1 | 10 | -1.5 | -0.8 | 1 | x | -4 | -2 | 5
O=C(Nc1ccc(N2CCN(C(=O)c3cccs3)CC2)cc1)c1cccnc1 | 5 | -1 | -5 | 0.4 | 0.6 | -6 | i | -3 | 4 | 0
CC(OC(=O)CCc1nc2ccccc2c(=O)[nH]1)C(=O)Nc1ncc(Cl)cc1Cl (stereo not drawn) | 8 | 0 | -9 | 0.0 | -1.4 | 1 | i | -2 | -8 | 0
CCOc1ccccc1C(=O)OCC(=O)NCC1CCCCC1 | -8 | -19 | 8 | -0.6 | -1.4 | 5 | i | -3 | -2 | -1
COC(=O)c1cc(Br)ccc1OC(=O)c1cccnc1 | 4 | -5 | 13 | -0.8 | 0.3 | 4 | i | -8 | 1 | -4
O=C(COC(=O)c1nc(Cl)ccc1Cl)NNC(=O)c1ccccc1 | 2 | 2 | -6 | -0.2 | -0.9 | 1 | i | -1 | -2 | -2
CCOc1ccc(CCNC(=O)C2=C(C)C(=O)OC23CCC(C)CC3)cc1 (stereo not drawn) | 2 | 4 | 2 | -0.3 | -1.6 | 3 | i | -7 | -6 | 3
COc1ccc(C(CNc2ncnc3sccc23)N(C)C)cc1OC (stereo not drawn) | -13 | 2 | -3 | -1.0 | -1.9 | -15 | i | -8 | -6 | -3
COc1ccc(Oc2coc3cc(OC(=O)N4CCOCC4)ccc3c2=O)cc1 | 7 | -4 | -11 | -0.4 | -2.3 | 0 | i | -11 | -2 | -2
CN1CCN(CC(=O)Nc2nnc(-c3cccs3)s2)CC1 | 3 | -5 | 14 | -1.4 | 0.2 | -2 | i | 1 | 1 | 0
Cc1ccc(C(=O)C2CCN(CC(=O)Nc3nc(C)cs3)CC2)cc1 | -11 | 2 | -1 | -1.1 | -0.7 | 2 | i | -5 | -9 | 1
CCC(=O)Nc1ccc(C=C(C(C)=O)C(C)=O)cc1 | -2 | -1 | -3 | -0.5 | -1.0 | 3 | i | 1 | -2 | -2
CN(C)/C=C(\C=O)c1onc(-c2ccccc2Cl)c1C#N | -9 | 3 | -7 | -0.1 | -1.4 | -4 | i | 2 | -4 | 0
CC(C)OC(=O)c1ccc(NC(=O)c2ccco2)cc1 | 13 | 0 | 12 | -0.4 | -3.7 | -3 | i | 0 | 0 | 2
CCOc1ccc(N2C(=O)CC(N3CCN(C4CCc5ccccc5C4)CC3)C2=O)cc1 (stereo not drawn) | 15 | -1 | 9 | -0.9 | -1.9 | -4 | i | -12 | -3 | -2
CCCN(C(=O)CSc1nnc(-c2ccc3c(c2)OCO3)o1)C1CCS(=O)(=O)C1 (stereo not drawn) | 6 | 3 | 0 | -0.3 | -0.7 | 2 | i | x | 3 | -1
COc1cc2ccccc2cc1C(=O)Nc1sc2c(c1C(N)=O)CCN(C(C)C)C2 | 9 | -30 | -114 | -0.5 | -0.5 | -8 | + | x | -3 | 1
COc1ccc([C@H]2N[C@]3(CCCN(Cc4ccco4)C3=O)[C@H]3C(=O)N(C)C(=O)[C@@H]23)cc1 | 1 | 3 | -10 | -1.1 | -2.1 | -1 | i | x | 2 | -1
COc1ccccc1NC(=O)N1CCN(c2ccc3nnc(-c4ccc(F)cc4)n3n2)CC1 | -10 | 13 | -6 | -0.9 | 0.2 | -1 | i | 6 | -7 | 5
CCC(C)NC(=O)c1cc2c(=O)n3cccc(C)c3nc2s1 (stereo not drawn) | 6 | -22 | 15 | -0.6 | 0.7 | 1 | x | -19 | -2 | 0
OCC[C@@H]1C[C@H](O)[C@@H](O)[C@@]2(CCc3ccccc3CO2)O1 | 1 | 0 | -2 | -0.1 | -1.2 | 0 | i | 0 | 2 | 0
CCc1cc(C(c2ccccn2)N2CCN(C)CC2)c(NC(=O)c2ccccc2)s1 (stereo not drawn) | 12 | -4 | 0 | -0.4 | -2.9 | 8 | i | -6 | -3 | 2
CN1C(N)=NC(=O)/C1=C\c1ccc(Br)cc1 | 21 | -24 | 8 | 0.2 | -0.9 | 0 | i | -10 | -7 | 2
O=C(COC(=O)C1CCN(c2ccc(C(F)(F)F)cn2)CC1)Nc1ccc(Cl)cn1 | -3 | -1 | -1 | -0.6 | 1.1 | 3 | i | -2 | -6 | 0
Remaining list, next part
SMILES | SKN-1 inh | SUMO1-SIM PPI | NRP1-CendR mod | TbMetRS inhib | LMPTP block | DNMT1 inh | Neddylation inh | Scp-1 inhibitor | NadD inh | STEP inh
CC1(C)CC(N2CCCCC2)=CC(=[N+]2CCCCC2)C1 | -42 | 1 | -1 | 0.7 | -1.0 | -1 | i | 4 | 8 | -6
O=C(NN1CCOCC1)c1ccc(Cl)cc1[N+](=O)[O-] | -6 | -22 | 8 | -0.4 | -1.1 | 0 | i | -1 | -1 | 0
CCC(C)NS(=O)(=O)c1ccc(OC)c(Cl)c1Cl (stereo not drawn) | 12 | 4 | -1 | 0.4 | -0.5 | 3 | i | -4 | -3 | 1
Cc1noc(C)c1/C=N/Nc1ccc2ccccc2n1 | -10 | -2 | -6 | -0.7 | 1.4 | 1 | i | -4 | -5 | 0
CCOC(=O)N1CCN(C2CC(=O)N(c3ccc(Oc4ccccc4)cc3)C2=O)CC1 (stereo not drawn) | 3 | 2 | 0 | 0.2 | 0.9 | -5 | i | -4 | 0 | 6
COc1ccc(NC(=O)Cn2cc(C(=O)C3CC3)c3ccccc32)cc1 | 4 | 1 | 16 | 0.0 | -0.1 | 2 | i | -7 | 0 | -2
CS(=O)(=O)c1ccc(NS(=O)(=O)c2ccc(Cl)c(C(=O)NC3=NCCS3)c2)cc1 | -10 | -2 | -4 | 0.2 | -1.3 | 4 | i | 1 | 0 | -4
CC1CN(C(=O)CSc2nnc(-c3ccc(Cl)cc3)n2C)CC(C)O1 (stereo not drawn) | 6 | 9 | 10 | -0.9 | -0.3 | 13 | i | -7 | -5 | -1
CC(C)Cn1c(SCC(=O)NC2CC2)nc2ccccc21 | 2 | 0 | 2 | -0.4 | 0.0 | 1 | i | x | 6 | 0
Cc1coc2c1c(C)cc1oc(=O)c(CC(=O)NCCCN3CCCC3=O)c(C)c12 | 0 | -7 | -4 | -2.2 | 0.0 | 2 | x | -1 | 1 | 0
c1ccc(-c2nn3c(C4CCCCC4)nnc3s2)nc1 | 4 | 1 | 8 | -0.8 | -1.9 | -2 | i | -2 | 0 | 1
S=C(NCCN1CCOCC1)NC1CCCC1 | 3 | 0 | -4 | -1.0 | -2.6 | -1 | i | 1 | 2 | 1
CC12CCC(C3NC(=S)NN=C31)C2(C)C (stereo not drawn) | -2 | 0 | 12 | -0.2 | 0.0 | -2 | i | -18 | -7 | -4
CNC(=O)Nc1ccccc1C(=O)NCc1ccccc1 | 16 | 2 | 27* | -1.2 | -1.4 | 2 | i | -10 | -1 | -5
NC(=O)Cn1ccc(O)c(Cc2ccc(Cl)cc2Cl)c1=O | 2 | -1 | 2 | 25* | -0.1 | 0 | i | -10 | 1 | 0
Cc1occc1C(=O)NNC(=O)c1ccc(F)cc1 | -10 | 0 | 8 | -0.4 | 0.1 | -4 | i | 5 | -2 | 1
O=C(Nc1ccc(O)c2c(=O)cc(-c3ccccc3Cl)oc12)c1ccc(Cl)cc1Cl | 6 | -7 | -1 | -0.3 | 2.9 | 33 | i | -3 | 9 | 1
COCCCn1c(=N)c(C(=O)NCC2CCCO2)cc2c(=O)n3cccc(C)c3nc21 (stereo not drawn) | 9 | -23 | 0 | -0.3 | -0.4 | 9 | x | -2 | 0 | -2
O=C(NC1CCCCC1)C(c1ccc(O)cc1)N(C(=O)c1cnccn1)c1cccc(F)c1 (stereo not drawn) | 13 | 1 | 19 | 0.7 | 1.4 | -1 | i | -10 | -1 | -1
O=C(Cn1cnc2c(OCc3ccccc3)ncnc21)NCCc1c[nH]c2ccccc12 | -1 | -1 | 3 | -0.3 | 0.1 | -4 | i | 8 | 0 | 0
Cc1onc(-c2c(Cl)cccc2Cl)c1C(=O)Nc1ccc2c(c1)OCCO2 | -24 | -1 | 12 | -0.3 | 0.5 | -5 | i | -10 | 3 | 0

Another view of part of the listing above:
compound,SKN-1 inh,SUMO1-SIM PPI,NRP1-CendR mod,TbMetRS inhib,LMPTP block,DNMT1 inh,Neddylation inh,Scp-1 inhibitor,NadD inh,STEP inh
CCOC(=O)N1CCN(C2CC(=O)N(c3ccc(Oc4ccccc4)cc3)C2=O)CC1 (stereo not drawn),3,2,0,0.2,0.9,-5,i,-4,0,6
COc1ccc(NC(=O)Cn2cc(C(=O)C3CC3)c3ccccc32)cc1,4,1,16,0.0,-0.1,2,i,-7,0,-2

Grouped by structure: the entries above containing a thiophene ring, fused or not (six)
SMILES | SKN-1 inh | SUMO1-SIM PPI | NRP1-CendR mod | TbMetRS inhib | LMPTP block | DNMT1 inh | Neddylation inh | Scp-1 inhibitor | NadD inh | STEP inh
O=C(Nc1ccc(N2CCN(C(=O)c3cccs3)CC2)cc1)c1cccnc1 | 5 | -1 | -5 | 0.4 | 0.6 | -6 | i | -3 | 4 | 0
COc1ccc(C(CNc2ncnc3sccc23)N(C)C)cc1OC (stereo not drawn) | -13 | 2 | -3 | -1.0 | -1.9 | -15 | i | -8 | -6 | -3
CN1CCN(CC(=O)Nc2nnc(-c3cccs3)s2)CC1 | 3 | -5 | 14 | -1.4 | 0.2 | -2 | i | 1 | 1 | 0
COc1cc2ccccc2cc1C(=O)Nc1sc2c(c1C(N)=O)CCN(C(C)C)C2 | 9 | -30 | -114 | -0.5 | -0.5 | -8 | + | x | -3 | 1
CCC(C)NC(=O)c1cc2c(=O)n3cccc(C)c3nc2s1 (stereo not drawn) | 6 | -22 | 15 | -0.6 | 0.7 | 1 | x | -19 | -2 | 0
CCc1cc(C(c2ccccn2)N2CCN(C)CC2)c(NC(=O)c2ccccc2)s1 (stereo not drawn) | 12 | -4 | 0 | -0.4 | -2.9 | 8 | i | -6 | -3 | 2

Bioassay records: PubChem, several laboratories
